Screening data as filed in PubChem.
Growth percent in the NCI-60 one-dose screen (48 h, 10 µM unless noted): 100 = growth as untreated, 0 = no growth, -100 = all killed.
SF-268: SF-268 CNS cancer cells | actives 3.1% (n = 82,000) | AID 1794759
PC-3: PC-3 prostate cancer cells | actives 3.9% (n = 80,000) | AID 1794754
SF-539: SF-539 CNS cancer; actives 6.8% (n = 81,000); AID 1794752
DU-145: DU-145 prostate cancer; actives 4.2% (n = 81,000)
SF-295: SF-295 CNS cancer cells | actives 5.6% (n = 79,000) | AID 1794758
SNB-19: SNB-19 CNS cancer cells; AID 1794751; actives 2.5% (n = 81,000)
U251: U251 CNS tumor cells. actives 5.4% (n = 80,000)
OVCAR-8: OVCAR-8 ovarian cancer. actives 4.4% (n = 81,000). AID 1794782
The depositor's hits bear a star; x = not tested or not shown; & = joins results of further samples; [ ] = dose if it differs, or a comment. Rule for the calls: active = growth percent below 10; inactive = the rest.

SMILES	SF-268	PC-3	SF-539	DU-145	SF-295	SNB-19	U251	OVCAR-8
Cc1nc(Cl)nc(Cl)c1[N+](=O)[O-]	114	97	124	113	96	102	98	99
c1ccc(-c2[nH]c(-c3nccc4ccccc34)c(-c3ccccc3)c2-c2ccccc2)cc1	96	59	98	92	80	93	86	92
COc1ccc(-c2nnc(COc3ccc(C(=O)/C=C/c4ccco4)cc3)o2)cc1	58	86	56	62	-2.9*	78	x	74
CCCCCCC1OCC(CC)C(CCC)O1 (stereo unspecified)	99	89	98	102	121	102	96	87
CCCCCCCCCCCC(=O)c1ccccc1	98	99	95	111	x	89	100	105
COc1ccc(-n2c(SCc3nnc(NC(=O)c4ccc(Br)cc4)s3)nc3cc(OC)c(OC)cc3c2=O)cc1	86	88	93	89	93	90	86	95
COC(=O)c1cc(Br)ccc1O	105	94	107	110	102	108	102	103
O=S(Cc1ccccc1)Cc1ccccc1	102	91	103	111	97	98	98	105
C#CC(=O)Nc1cccc(Nc2nc3c(c(NCc4ccccc4)n2)CCCC3)c1	-78*	-66*	-91*	-85*	-84*	-79*	-87*	-90*
Cn1c(=O)cc(OCC(=O)N/N=C/c2ccc(Br)cc2)c2ccccc21	95	94	90	107	104	100	101	98
CSc1nc(=O)n(Cc2ccc(F)cc2)c(=O)[nH]1	98	98	102	107	112	103	97	101
O=C1c2ccccc2C(=O)N1N(c1ccccc1)c1ccccc1	98	x	95	x	99	107	115	121
COCCc1nn[nH]n1	115	104	103	122	88	103	x	115
COc1ccc(NC(=O)c2ccc(C(=O)Nc3ccc(OC)cc3OC)cc2)c(OC)c1	30	76	36	95	57	51	46	44
c1ccc2[nH]c(-c3ccc(Nc4nc(N5CCCC5)nc5[nH]ncc45)cc3)nc2c1	-7.8*	0.9*	-68*	-6.9*	-63*	15	-66*	-55*
NS(=O)(=O)Cc1ccccc1	110	105	112	129	110	92	100	102
CC1=CC(=O)C(Sc2ccc(C)cc2)=CC1=O	101	89	105	118	115	98	x	95
CCCCc1nc2c(N)nc3ccccc3c2n1CC(C)(C)O	98	94	95	108	97	98	102	102
O=C1CN(CCO)C(=O)C2CC(O)Cc3cc(Cl)ccc3C12 (stereo unspecified)	99	92	98	107	112	105	94	95
Oc1ccccc1Nc1ccccn1	95	81	x	110	98	x	96	105
O=C(CSc1nc2ccccc2c(=O)n1-c1ccc(S(=O)(=O)Nc2ccc(Cl)nn2)cc1)NCCc1ccccc1	87	92	95	98	95	96	100	102
Cc1ccsc1[C@H]1c2[nH]c3ccccc3c2C[C@H]2C(=O)N(CCCCCCC(=O)NO)CC(=O)N12	105	79	78	91	95	81	84	79
N#CC1(c2ccccc2)CCCC1(C#N)c1ccccc1 (stereo unspecified)	92	87	96	105	86	99	93	102
CC(C)OC(=O)c1ccc(NC(=O)CN2CCOCC2)cc1	97	98	99	103	95	108	92	88
Cc1[nH]nc2c1C(c1cc3c(cc1Br)OCO3)C(C#N)=C(N)O2 (stereo unspecified)	105	111	99	111	104	97	98	100
(listing goes on)
SMILES	SF-268	PC-3	SF-539	DU-145	SF-295	SNB-19	U251	OVCAR-8
CCCCCCCCCCCCCCCCSC1CC(=O)N(c2ccc3c(c2)Cc2ccccc2-3)C1=O (stereo unspecified)	100	93	98	109	109	103	88	99
CCOC(=O)Nc1c(Cl)[nH]c(=O)n(C)c1=O	111	94	117	119	109	102	114	107
COc1cc(C(=O)c2sc3nc4c(cc3c2N)CCCC4)cc(OC)c1OC	105	68	99	107	108	112	102	107
OC[C@@H](O)[C@@H](O[C@@H]1O[C@H](CO)[C@H](O)[C@H](O)[C@H]1O)[C@H](O)[C@@H](O)CO	121	91	104	126	98	105	115	115
CCOC(=O)C(CCC1OCCO1)C(C)=O (stereo unspecified)	105	95	98	107	101	106	100	101
COc1ccc2c(=O)c(C)c(C(=O)N[C@@H](Cc3ccccc3)C(O)C(=O)NCc3ccccc3)oc2c1 (stereo partly specified)	118	98	102	120	103	99	98	104
COc1cc2nc(SCC(=O)NNS(=O)(=O)c3ccccc3)n(-c3ccc(Cl)cc3)c(=O)c2cc1OC	95	83	95	97	93	90	99	96
CN1CCCCC1	103	104	100	109	102	103	92	100
COc1ccccc1NC(=O)C(N=Nc1ccc(S(=O)(=O)Nc2nccs2)cc1)C(C)=O (stereo unspecified)	106	100	91	103	94	105	98	102
C=CCC(CCC(CC=C)C(=O)O)C(=O)O (stereo unspecified)	102	97	94	103	112	105	100	98
Cc1ccc(-c2nc(NS(=O)(=O)c3ccccc3)nc(Nc3ccccc3)c2C#N)cc1	119	72	118	113	88	92	105	108
Cc1cc2ncn(CC(=O)NN)c2cc1C	99	105	102	111	99	109	103	103
CCNC(=O)COc1ccccc1/C=N/N1C(=S)NC2C1N(C)C(=O)N2C (stereo unspecified)	90	95	103	107	99	96	103	92
COc1ccc(C2C=C(C)N=C3SC=CN32)cc1 (stereo unspecified)	105	83	110	111	104	101	96	100
Cc1ccc(OC(=O)c2ccccc2)cc1C	108&106	112&92	113&90	116&115	117&108	113&109	106&105	108&103
NCCOc1ccccc1/C=C1\c2ccccc2-c2ccc([N+](=O)[O-])cc21	18	37	8.0*	-42*	6.7*	11	-74*	-39*
O=C(O)C(Cc1ccc(OS(=O)(=O)Cc2ccccc2)cc1)NS(=O)(=O)Cc1ccccc1 (stereo unspecified)	98&105	101&123	101&98	108&101	102&106	105&97	104&104	105&105
Cc1ccccc1-n1nnc(C(=O)Nc2ccc3cc(CN(C)C)ccc3n2)c1C	106	82	88	97	90	88	72	99
COc1ccc(C(=O)CC2c3ccccc3NC(=O)N2Cc2ccccc2)cc1OC (stereo unspecified)	105	88	95	112	97	89	98	103
N=C(N)SCc1cc2c(cc1Br)OCO2	89	85	97	95	91	99	85	96
COc1cc2oc(-c3ccc(NC(=O)c4ccc(C)cc4)cc3)cc(=O)c2c(OC)c1OC	97	80	100	104	97	95	98	94
O=C(O)CC1(C(=O)O)CC2C=CC1C2 (stereo unspecified)	123	104	106	121	128	100	103	101
C=CCN1[C@@H]2CC3CN4C(=O)C(=O)N5c6cccc7c6[C@](O)(CCC7)[C@H]2[C@@]45[C@]31C(=O)OCC (stereo partly specified)	84	71	93	80	65	76	58	80
Nc1ncncc1-c1ccc(F)cc1	112	103	96	115	100	106	103	107
O=c1onc(-c2cc3ccccc3nc2Cl)n1-c1cccc2ccccc12	74	40	53	81	15	x	55	51

Six neighbouring records already listed, quoted:
SMILES	SF-268	PC-3	SF-539	DU-145	SF-295	SNB-19	U251	OVCAR-8
N=C(N)SCc1cc2c(cc1Br)OCO2	89	85	97	95	91	99	85	96
COc1cc2oc(-c3ccc(NC(=O)c4ccc(C)cc4)cc3)cc(=O)c2c(OC)c1OC	97	80	100	104	97	95	98	94
O=C(O)CC1(C(=O)O)CC2C=CC1C2 (stereo unspecified)	123	104	106	121	128	100	103	101
C=CCN1[C@@H]2CC3CN4C(=O)C(=O)N5c6cccc7c6[C@](O)(CCC7)[C@H]2[C@@]45[C@]31C(=O)OCC (stereo partly specified)	84	71	93	80	65	76	58	80
Nc1ncncc1-c1ccc(F)cc1	112	103	96	115	100	106	103	107
O=c1onc(-c2cc3ccccc3nc2Cl)n1-c1cccc2ccccc12	74	40	53	81	15	x	55	51

Next part:
SMILES	SF-268	PC-3	SF-539	DU-145	SF-295	SNB-19	U251	OVCAR-8
Cc1cc2c(c(C)c1Cl)C(=O)/C(=C/c1ccccc1Cl)O2	103	101	100	105	104	102	102	103
CCNC(=O)Oc1ccc(/C(=C(/C)Cc2ccc(OC)cc2)c2ccc(OCCN3CCCC3)cc2)cc1	78	66	77	87	79	80	54	90
NS(=O)(=O)c1ccc(-n2ncc(NC(=O)Nc3ccccc3)c2-c2ccccc2)cc1	73	67	80	102	105	104	56	92
CCCN1CCN(CCCO)CC1C (stereo unspecified)	96	95	102	115	99	94	108	111
CCCn1c(N)c(C(=O)CNc2ccc(I)cc2)c(=O)[nH]c1=O	46	61	58	57	54	89	29	49
CC(=O)c1cnn(-c2cc(=O)[nH]c3ccc(Cl)cc23)c1C	101	89	86	107	95	93	97	100
COc1cccc(-c2nc3occn3c2-c2ccnc(NCCNS(=O)(=O)c3ccc(F)cc3)n2)c1	81	78	95	90	101	103	92	72
Cc1nn(-c2ccc(F)cc2)c(C)c1N=Nc1ccccc1	95	86	102	96	95	101	99	99
Cc1ccc(-c2nc(N3CCNCC3)c3oc(-c4ccccc4)nc3n2)cc1	7.9*	-81*	-91*	-93*	-23*	17	-98*	-66*
Cc1cc2c(c3c1C(=O)CC3)C(C)(C)CCC2(C)C	106	76	102	109	100	102	94	95
O=C1CC(c2ccc(Cl)cc2)c2snc(-c3cccc(F)c3)c2N1 (stereo unspecified)	100	74	96	102	90	95	90	94
Cc1nc2ccc(Br)cn2c1-c1nnc(SCc2cccc3ccccc23)o1	104	107	98	102	103	94	97	98
O=S(=O)(O)CCCCCCc1ccccc1	x	95	101	x	100	99	105	98
COc1cc(C2C(C#N)=C(N)N(c3ccc(F)cc3F)C3=C2C(=O)CC(C)(C)C3)cc(OC)c1O (stereo unspecified)	106	100	94	110	97	103	104	104
O=C(Nc1ccccc1)c1cc(-c2ccccn2)nc2ccccc12	108	x	148	114	118	87	101	101
Cc1ccc(C(=O)CC(=O)C(F)(F)C(F)(F)C(F)(F)F)s1	101	93	99	104	103	104	108	104
N=C(N)c1ccc(-c2ccc(-c3ccc(Cl)c(Cl)c3)o2)cc1	73	47	-89*	3.6*	-80*	25	-37*	1.4*
CC(=O)OCC1OC(n2cc(COc3ccc4ccc(=O)oc4c3)nn2)C(OC(C)=O)C(OC(C)=O)C1OC(C)=O (stereo unspecified)	81	92	90	102	107	94	97	104
CCc1cccc(C(C)(C)C)c1NC(=S)N/C=C(\c1ccccc1)S(=O)Cc1ccccc1 (stereo unspecified)	99	89	106	105	107	103	92	99
COc1ccc(C(=O)/C=C/Nc2ccc(C(=O)O)cc2)cc1	101	103	97	102	97	95	103	99
COc1cccc2c(=O)c(C(=O)O)c[nH]c12	106	110	98	113	96	103	110	102
CC1=Cc2cc(Br)ccc2OC12Oc1ccc(Br)cc1C=C2C	97	90	100	101	102	103	104	104
Cc1ccc(-c2nc(N3CCN(C(=O)Nc4ccccc4)CC3)c3ccccc3n2)cc1	79	65	91	90	91	90	91	88
O=[N+]([O-])c1ccc(N=Nc2ccc(O)cc2O)cc1	78	32	38	83	51	54	38	62
O=C(O)CC(=O)NC1c2ccccc2Oc2ccccc21	100	95	101	105	100	112	100	99
(cont.)
SMILES	SF-268	PC-3	SF-539	DU-145	SF-295	SNB-19	U251	OVCAR-8
O=C(O)CCC(=O)/C=C/c1cccc2ccccc12	106	106	93	111	97	103	105	99
COc1ccc(-c2cnc3c(-c4cccc5cnccc45)cnn3c2)cc1	93	51	2.1*	70	62	47	56	42
COc1ccc(CSc2nnc(SCC(=O)Nc3ccc(Cl)cc3)s2)cc1	70	59	87	65	-13*	91	x	84
OCC1OC(n2cnc3c(N4CCCC4)ncnc32)C(O)C1O (stereo unspecified)	99	82	100	61	89	110	98	48
CC(=O)Nc1ccc(C(=O)C=O)cc1	108	99	103	110	110	92	107	115
S=C(NCc1ccc2c(c1)OCO2)N1CCN(c2ncnc3c2oc2ccccc23)CC1	42	27	40	35	26	49	41	25
Cn1ncc2c(NCCO)ncnc21	98	95	96	110	106	98	97	107
CCCOC1=C(Cl)C(=O)c2cccc([N+](=O)[O-])c2C1=O	90	81	107	106	102	106	110	92
CCc1cc2c(cc1Cl)nc1c(=O)[nH]c(=O)nc-1n2CCOCC(C)(C)C	88	68	84	94	72	91	83	72
NC(=O)C1C=CN(Cc2ccccc2)C=C1	106	102	104	114	100	102	102	104
Nc1c(C(=O)Nc2ccccc2)n(CCCN2CCOCC2)c2nc3c(cc12)CCCC3	94[8 µM]	92[8 µM]	97[8 µM]	108[8 µM]	100[8 µM]	103[8 µM]	103[8 µM]	103[8 µM]
Cn1cc(-c2nn3cc(-c4cccs4)nc3s2)c2cc(Br)ccc21	84	71	91	100	96	95	92	98
c1ccc(-c2nc3c4c5c(sc4ncn3n2)CCCC5)cc1	94	79	100	105	100	99	100	97
Cc1cc(O)cc(O)c1N=NC1=NCCS1	95	107	100	103	101	107	105	101
C/C(=C\C(=O)Nc1ncn[nH]1)Nc1ncn[nH]1	104	99	110	109	100	96	109	105
NCCCNc1nc(-c2cccnc2)nc2sc3c(c12)CCCCC3	91	96	x	106	103	92	96	105
COC1=CC(c2ccc[nH]2)=N/C1=C\c1[nH]c(C)c(C(=O)OCCn2cc(CCC[C@@H]3Cc4cc(O)ccc4C4CC[C@]5(C)[C@@H](O)CC[C@H]5C43)nn2)c1C (stereo partly specified)	70	50	64	50	96	x	47	96
CN1c2ccccc2C(=O)N(NC(=O)Nc2ccccc2)C1c1ccc(F)cc1 (stereo unspecified)	100	81	102	114	98	99	102	110
COc1ccc(-c2cc(-c3ccccc3)nn(CC(=O)N3CCN(C)CC3)c2=O)cc1	96	102	108	104	98	100	93	105

Four entries from above, with each value named.
CCCOC1=C(Cl)C(=O)c2cccc([N+](=O)[O-])c2C1=O
- SF-268 = 90
- PC-3 = 81
- SF-539 = 107
- DU-145 = 106
- SF-295 = 102
- SNB-19 = 106
- U251 = 110
- OVCAR-8 = 92

OCC1OC(n2cnc3c(N4CCCC4)ncnc32)C(O)C1O (stereo unspecified)
- SF-268 = 99
- PC-3 = 82
- SF-539 = 100
- DU-145 = 61
- SF-295 = 89
- SNB-19 = 110
- U251 = 98
- OVCAR-8 = 48

S=C(NCc1ccc2c(c1)OCO2)N1CCN(c2ncnc3c2oc2ccccc23)CC1
- SF-268 = 42
- PC-3 = 27
- SF-539 = 40
- DU-145 = 35
- SF-295 = 26
- SNB-19 = 49
- U251 = 41
- OVCAR-8 = 25

CN1c2ccccc2C(=O)N(NC(=O)Nc2ccccc2)C1c1ccc(F)cc1 (stereo unspecified)
- SF-268 = 100
- PC-3 = 81
- SF-539 = 102
- DU-145 = 114
- SF-295 = 98
- SNB-19 = 99
- U251 = 102
- OVCAR-8 = 110
